Source: PubChem BioAssay (National Center for Advancing Translational Sciences (NCATS))
AMA1 RON2 block: qHTS for Inhibitors of AMA1-RON; Towards Development of Antimalarial Drug Lead: Primary Screen; Plasmodium falciparum AMA1 (3D7) - RON2 peptide interaction; AlphaScreen AMA1-biotinylated RON2 peptide binding; Potency, µM (doses to about 58.2 µM), for the others: at the top dose activity change, negative = inhibition, most hits filed as inhibitors; 0.2% of 360,000 active;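 further: potency means the concentration at half of the fitted maximal effect; 0% = vehicle wells and -100% = peptide control; nearly all actives have a fitted effect of over 45% in size; some results filed as inactive show a strong effect at the top dose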
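AMA1 (3D7) with his tag at 25 nM final met compounds first, then biotinylated RON2 peptide at 25 nM; detection used donor plus acceptor beads, 10 µg/mL apiece, read by AlphaScreen after 30 min at room temperature.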
HCV inh: qHTS Assay for Inhibitors of Hepatitis C Virus (HCV); 3.4% of 340,000 active; Potency, µM (doses to about 41.8 µM), for inactives: at the top dose activity change, negative = inhibition, actives largely listed as inhibitors; AID 651820, 2012; Huh7.5.1 HCVcc-Cre infection, luciferase reporter, 44 h; further: potency means the concentration at half of the fitted maximal effect
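A cell-based infection assay in which seeded cells (1,000 per well) receive test compound after 4 h, are inoculated with HCVcc-Cre at approximately 0.5 moi, and are incubated 44 h before luminescence detection.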
FBPA Giardia inh: qHTS Assay for Inhibitors of Fructose-1,6-bisphosphate Aldolase from Giardia Lamblia | Potency, µM (series often up to 59.6 µM), for the others: at the highest dose activity, negative = inhibition, most hits filed as inhibitors | A8B2U2 | 0.71% of 290,000 active | AID 2451, 2010 | purified Giardia FBPA; further: potency means the concentration at half of the fitted maximal effect; nearly all actives have a fitted effect of over 55% in size
Target sequence (A8B2U2 whole entry, looked up): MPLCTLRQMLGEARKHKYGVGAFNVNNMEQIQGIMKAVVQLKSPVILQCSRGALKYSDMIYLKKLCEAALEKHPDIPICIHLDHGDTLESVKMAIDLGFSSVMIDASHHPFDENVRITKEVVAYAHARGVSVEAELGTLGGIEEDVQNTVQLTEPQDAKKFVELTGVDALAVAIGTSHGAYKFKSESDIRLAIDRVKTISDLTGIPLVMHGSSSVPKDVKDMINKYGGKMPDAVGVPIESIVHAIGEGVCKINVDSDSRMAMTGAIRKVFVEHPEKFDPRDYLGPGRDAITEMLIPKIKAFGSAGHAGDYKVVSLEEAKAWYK
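40 nM FBPA preincubated 10 min at RT with compound (up to 57.5 uM final), then substrate plus GAPDH/TPI/NAD/arsenate coupling and diaphorase/resazurin added. Fluorescence read after 20 min at RT, 525/598 nm.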
HCMV inh: qHTS Assay for inhibitors of the human cytomegalovirus (HCMV); HFF cells, HCMV-luciferase reporter, 72 h; active compounds read low; AID 1259415, 2018; 4.5% of 410,000 active; activity change, negative = inhibition, % at 57.5 µM; in the data active means activity change below about -60%; inconclusive means no clear call, values can overlap the other calls; inactive means above about -39%
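Human foreskin fibroblasts infected with luciferase-reporter HCMV at MOI 1 PFU/cell, compounds at two doses. Luciferase measured 72 h post infection; normalized to buffer-only basal and Salinomycin (10uM) controls.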
AmpC detergent: qHTS Inhibitors of AmpC Beta-Lactamase (assay with detergent); Potency, µM (titrated, usually from 114 µM), for the others: at the highest dose activity change, negative = inhibition, actives largely listed as inhibitors; P00811; AmpC hydrolysis of nitrocefin, absorbance 480 nm, 0.01% Triton; 0.041% of 370,000 active;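 further: potency means the concentration at half of the fitted maximal effect; 0% = no-compound wells and -100% = no-enzyme wells; nearly all actives have a fitted effect of over 25% in size; some results filed as inactive show a strong effect at the top dose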
Target sequence (P00811 whole entry, looked up): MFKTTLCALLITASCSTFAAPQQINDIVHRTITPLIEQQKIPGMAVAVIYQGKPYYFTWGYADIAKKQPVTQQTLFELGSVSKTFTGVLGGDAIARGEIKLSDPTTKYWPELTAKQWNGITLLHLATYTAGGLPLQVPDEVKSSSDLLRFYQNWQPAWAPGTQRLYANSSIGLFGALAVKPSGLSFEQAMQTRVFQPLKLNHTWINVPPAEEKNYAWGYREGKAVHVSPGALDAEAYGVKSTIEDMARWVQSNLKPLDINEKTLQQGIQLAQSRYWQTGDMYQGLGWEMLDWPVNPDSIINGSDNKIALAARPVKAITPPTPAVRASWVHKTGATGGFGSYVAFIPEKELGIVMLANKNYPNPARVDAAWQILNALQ
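20 mM phosphate pH 7.0 + 0.01% (detergent screen) or 0.0001% Triton X-100; 5.3 nM AmpC reagent; cpd preinc 15 min RT; nitrocefin (800 uM stock) to start; A480 q20 s × 4 min; Activity was normalised to no-enzyme and no-compound control wells.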
Sm TGR block: qHTS Assay for the Inhibitors of Schistosoma Mansoni Peroxiredoxins; Schistosoma mansoni thioredoxin glutathione reductase (TGR), Q962Y6; 3% of 360,000 active; purified TGR, DTNB reduction, TNB absorbance 405 nm; Potency, µM (top dose mostly 114 µM), without a hit: at the top dose activity change, negative = inhibition, actives largely listed as inhibitors; further: potency means the concentration at half of the fitted maximal effect; nearly all actives have a fitted effect of over 60% in size
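Kinetic colorimetric format: TGR-catalysed, NADPH-driven DTNB reduction monitored via TNB absorbance. Enzyme dispensed at 20 nM; compound exposure 15 min at room temperature before reaction start.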
Active calls of the source: *; ? = inconclusive; nt = no result given; & = joins results of further samples; [ ] = remark or other dose. Unless noted, the call rests on the fitted dose curve; in most records, active means well fitted curve in the direction sought with a large enough effect; inconclusive means small, poorly fitted or top-dose-only effect, or another doubt; inactive means no such curve, though single readings can be large; an effect the other way counts as inactive or inconclusive. Unless noted, on the % scale 0 is the no-effect control and ±100 the full control effect.

Screens in order: Sm TGR block	AMA1 RON2 block	HCMV inh	FBPA Giardia inh	HCV inh	AmpC detergent
- CC(C)C[C@H](NC(=O)c1nc[nH]c1C(=O)N(C)Cc1ccccc1)C(=O)OC(C)(C)C
    17%	60%[activator]	0	6%	9%	-6%
- COc1ccc(N2CCN(S(=O)(=O)c3c[nH]c(=O)[nH]c3=O)CC2)cc1
    0%	-3%	-17	nt	10%	?
- CCN1CCC(NC(=O)Nc2ccccc2C(=O)OC)CC1
    8%	-6%	-23	1%	13%	3%
- O=C(Nc1ccc([N+](=O)[O-])cc1)c1cc2ccccc2nc1Cl
    4%	-16%	-23	-2%	-22%	-8%
- Cc1nnsc1C(=O)Oc1ccc(Cl)cc1
    -30%	nt	4	nt	nt	6%
- CCCc1nnc(SCC(=O)N2CCCC(C)C2)n1CCCOC (stereo unspecified)
    6%	-19%	15	1%	12%	-2%
- O=C(NCCc1nc2ccccc2[nH]1)c1ccc([N+](=O)[O-])cc1
    8%	4%	34	-1%	?	-2%
- Cc1ccc(S(=O)(=O)N2CCc3cc(C(=O)Nc4ccc(C(F)(F)F)cc4)ccc32)cc1
    5%	nt	-1	nt	nt	20%
- Cc1ccc(N(CC(=O)NCCSc2ccccn2)S(C)(=O)=O)cc1
    2%	0%	-27	-5%	-19%	3%
- CC(=O)N(C1=C(N)C(=O)c2ccccc2C1=O)c1ccccc1
    -7%	-17%	-25	?	-24%	0%
- O=C(Nc1ccccc1N1CCCCC1)c1ccc([N+](=O)[O-])o1
    -23%	?	-32	nt	?	-13%
- Cc1cccc(OCCCC(=O)Nc2ccc(N3CCCCC3)cc2)c1
    -20%	-5%	-23	1%	-14%	1%
- Cc1ccc(NC(=O)C2CCN(C(=O)N3CCOc4ccccc43)CC2)cc1
    2%	3%	-19	8%	-12%	?
- CNC[C@H]1Oc2ccc(NC(=O)Cc3cn(C)c4ccccc34)cc2CC(=O)N([C@@H](C)CO)C[C@H]1C
    nt	-9%	-15	nt	9%	nt
- O=c1[nH]cnc2c1nnn2Cc1ccccc1
    -2%	-9%	28	4%	15%	3%
- CC(Nc1ccc(N2CCOCC2)cc1)C(=O)N1c2ccccc2CC1C (stereo unspecified)
    79µM*	-8%	1	?	6%	-6%
- O=C(c1ccccn1)N1CCN(c2cccc(C(F)(F)F)c2)CC1
    8%	13%	-38	6%	1%	3%
- Cc1cccc(C(=O)NNC(=O)C2CCCO2)c1 (stereo unspecified)
    -20%	-12%	5	5%	18%	-7%
- Cc1sc2nc(CSCC(=O)N(CCC#N)c3ccccc3)[nH]c(=O)c2c1C
    1%	35%[activator]	-25	1%	-14%	-3%
- CN(CC(=O)Nc1cccc(F)c1)C(=O)CCSc1ccc(F)cc1
    16%	15%	?	nt	10%	-18%
- COc1ccc(C(=O)Sc2nncc3ccccc23)cc1
    20µM*	-12%	-37	-5%	11%	?
- C=C(C)C(=O)N1CCN(C(=O)C(=C)C)c2ccccc21
    nt	-2%	65	nt	5%	nt
- Cc1ccc(C(=O)COC(=O)c2cc(-c3ccc(Cl)cc3)nc3ccccc23)cc1
    0%	nt	7	nt	nt	11%
- Cc1cc(NC(=O)CCc2ccccc2)c([N+](=O)[O-])cc1C
    -7%	-10%	-34	-7%	-22%	-1%
- O=[N+]([O-])c1cc(S(=O)(=O)N2CCCC2)ccc1SCCO
    -1%	22%	-29	2%	12%	-1%
- COc1ccc(-c2ccc(C)cc2)cc1[C@H]1[C@@H]2C=CCC[C@@]2(C)C(=O)N1Cc1ccccc1
    -18%	-12%	-22	2%	4%	4%
- CCN(CC(=O)Nc1c(F)cccc1F)C(=O)Cc1csc(-c2ccccc2)n1
    0%	-7%	-3	nt	?	0%
- COc1ccc2c(c1)OC[C@H]1[C@H]2N2C(=O)c3cc(Cl)ccc3NC(=O)[C@@]2(C)[C@H]1c1ccccc1
    6%	-6%	nt	nt	?	3%
- COc1cccc(/C=N/Nc2nnc3c(n2)[nH]c2ccccc23)c1OC
    -1%	17%	83	3%	5%	-6%
- Cc1cc(-c2ccc(C(C)C)c(S(=O)(=O)Nc3cc(C)on3)c2)on1
    -13%	0%	-4	?	8%	-7%
- CC(C)(C)C(=O)N1CCN(c2ccc([N+](=O)[O-])c(NCC3CCCO3)c2)CC1 (stereo unspecified)
    1%	-3%	?	-17%	-13%	10%
- CCOC(=O)C1=C(O)/C(=C/c2cc(OC)c(OC)c(OC)c2)N=C1C
    0%	2%	11	nt	0%	-12%
- COc1ccc(-c2cc(-c3cc(OC)ccc3O)[nH]n2)cc1
    0%	0%	83	-6%	-24%	?
- COC(=O)C1=C(c2ccc(F)cc2OCc2ccccc2)C[C@@H]2CC[C@H]1N2C(=O)NCc1ccc(Br)cc1
    3%	-9%	-30	nt	?	6%
- O=C(O)c1csc(Br)c1Br
    0%	6%	14	22%	-18%	-16%
- CCC1CCCCN1CCCNC(=O)c1ccc(CS(=O)(=O)c2ccc(Br)cc2)o1 (stereo unspecified)
    -2%	-1%	-32	nt	-19%	1%
- CNS(=O)(=O)c1cccc(C(=O)OCC(=O)NC2CCCC(C)C2C)c1 (stereo unspecified)
    nt	-7%	8	nt	13%	nt
- Cc1cc(NC(=O)COC(=O)c2ccc([N+](=O)[O-])cc2Cl)no1
    -29%	11%	0	nt	3%	-3%
- O=C(CSCc1ccccc1)Nc1ccc(S(=O)(=O)N2CCOCC2)cc1
    2%	-3%	4	3%	5%	5%
- N#CC(=C1CCCC1)c1nc(-c2ccccc2)cs1
    ?	50%[activator]	10	nt	?	1%
- Cc1cc(C)c(S(=O)(=O)N2CCN(S(=O)(=O)N3CCCCCC3)CC2)c(C)c1
    7%	-5%	2	-2%	?	3%
- CCOc1ccc(CN(C)C(=O)c2ccc3ccccc3n2)cc1
    8%	-6%	26	-12%	0%	-13%
- Cc1cccn2c(=O)nc(SCC(=O)Nc3ccc4c(c3)OCO4)nc12
    -17%	2%	-6	nt	-2%	-9%
- O=C1CC(=O)CC(c2ccccc2)C1
    -7%	-3%	-8	12%	3%	-6%
- COC(=O)c1c(C)oc2ccc(N(C(=O)c3ccncc3)S(=O)(=O)c3cc(C)ccc3C)cc12
    -9%	nt	-65*	nt	nt	5%
- CN1CCN(NC(=O)c2cc([N+](=O)[O-])cc([N+](=O)[O-])c2)CC1
    -3%	5%	55	-8%	?	?
- CC(C)CCN1CCN(Cc2cccn2-c2ccccn2)CC1CCO (stereo unspecified)
    5%	12%	-2	1%	21%	3%
- CC(=O)N1CCOc2cc(S(=O)(=O)NCc3ccc(F)cc3)c(C)cc21
    11%&-10%	-4%	-2&0	11%	10%	-5%&21%
- CC(C)c1cc(CNC(=O)c2ccc(OC3CCN(Cc4ccccn4)CC3)cc2)on1
    ?	46%[activator]	-25	nt	-1%	4%
- CCc1nn(C(CC)C(=O)NCc2ccc(F)cc2)c(=O)c2cc3occc3n12 (stereo unspecified)
    -4%	nt	-12	nt	nt	16%
- Cc1cccc(-n2ncc3c(N4CCc5ccccc54)ncnc32)c1
    -2%	nt	nt	-1%	nt	-11%
- COc1ccc(OC)c(Cc2nnc(CCC(=O)NCc3ccsc3)o2)c1
    -15%	11%	-22	2%	9%	3%
- CSc1nnc2c(n1)OC(C)=Nc1ccccc1-2
    0%	-4%	11	5%	7%	?
- CC1Cc2cc(S(=O)(=O)N3CCN(c4cccc(Cl)c4)CC3)ccc2N1C(=O)C1CC1 (stereo unspecified)
    0%	5%	-26	0%	?	?
- CCOC(=O)c1c(S(=O)(=O)NCCc2ccccc2)c(C)n(C)c1C
    -8%	?	58	-5%	-14%	?
- Cc1ccc(C)c(Nc2cc(C(=O)NCCCN(C)C3CCCCC3)c3ccccc3n2)c1
    2%	nt	?	nt	nt	-5%
- CC(C)(C)n1nnnc1CN(Cc1ccco1)Cc1cc2cc3c(cc2[nH]c1=O)OCO3
    -20%	12%	-65*	2%	-6%	3%
- CCCCCCCCOc1ccc(C2OC34CCCCC3C(C#N)(C#N)C2(C#N)C(=N)O4)cc1 (stereo unspecified)
    ?	38%[activator]	nt	?	10%	?
- Nc1ccc2oc(-c3cccc(Br)c3)nc2c1
    12%	-11%	nt	-6%	?	-1%
- CCCCCn1c(N2CCN(c3cccc(Cl)c3)CC2)nc2c1c(=O)[nH]c(=O)n2C
    -5%	2%	-3	-1%	1%	4%

Going on with the list:
Screens in order: Sm TGR block	AMA1 RON2 block	HCMV inh	FBPA Giardia inh	HCV inh	AmpC detergent
- CC(C)c1ccc2oc(-c3ccc(NC(=O)c4cc5ccccc5o4)cc3)nc2c1
    -2%	nt	-19	nt	nt	6%
- CCS/C(N)=N/N=C/c1cc(C)ccc1O
    2%	-6%	-20	9%	?	2%
- CCN(c1cccc(C)c1)S(=O)(=O)c1cccc(C(=O)O)c1
    0%	4%	26	22%	10%	1%
- CCCc1cc(=O)[nH]c(SCC(=O)c2c(N)n(C3CC3)c(=O)[nH]c2=O)n1
    -5%	3%	0	nt	?	1%
- CC1=C(C(=O)OCC(Br)(Br)Br)C(c2ccc(Br)cc2)NC(=O)N1CCCC(=O)O (stereo unspecified)
    -18%	nt	nt	3%	-1%[8.37 µM]	-15%
- CCOC(=O)C1=C(C)NC(=S)NC1c1ccco1 (stereo unspecified)
    ?	53%[activator]	53	?	-8%	1%
- CSc1cccc(CN2CCC(n3nccc3NC(=O)C3CC3)CC2)c1
    -3%	5%	-19	nt	10%	0%
- O=C(c1ccc2c(c1)C(=O)N(CCCO)C2=O)c1ccc2c(c1)C(=O)N(CCCO)C2=O
    4%	-9%	1	-8%	5%	4%
- CCOC(=O)c1c(O)c2ccccc2n(-c2ccccc2)c1=O
    6%	-2%	57	-17%	22%	0%

Three entries out of the list, sorted by heavy-atom count, smallest number first.
Screens in order: Sm TGR block	AMA1 RON2 block	HCMV inh	FBPA Giardia inh	HCV inh	AmpC detergent
- CCOC(=O)c1c(O)c2ccccc2n(-c2ccccc2)c1=O
    6%	-2%	57	-17%	22%	0%
- O=C(c1ccccn1)N1CCN(c2cccc(C(F)(F)F)c2)CC1
    8%	13%	-38	6%	1%	3%
- O=C(CSCc1ccccc1)Nc1ccc(S(=O)(=O)N2CCOCC2)cc1
    2%	-3%	4	3%	5%	5%
